Source: PubChem
M1 ag = human M1 muscarinic receptor agonists, primary screen, Fluo-8 calcium fluorescence, CHO-K1 cells, HTS | hit rate 0.33% among 360,000 | Muscarinic acetylcholine receptor M1 (Homo sapiens), P11229 | CHO-K1 hM1, agonist mode; 0% DMSO, 100% acetylcholine EC100 | activation, % at 3 µM;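 active means activation above the run's mean compound activation plus 3 SD, cut at about 16% in these data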;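 further: peak over basal fluorescence ratio within a 140 s kinetic read after compound addition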
Target sequence (P11229 whole entry, looked up): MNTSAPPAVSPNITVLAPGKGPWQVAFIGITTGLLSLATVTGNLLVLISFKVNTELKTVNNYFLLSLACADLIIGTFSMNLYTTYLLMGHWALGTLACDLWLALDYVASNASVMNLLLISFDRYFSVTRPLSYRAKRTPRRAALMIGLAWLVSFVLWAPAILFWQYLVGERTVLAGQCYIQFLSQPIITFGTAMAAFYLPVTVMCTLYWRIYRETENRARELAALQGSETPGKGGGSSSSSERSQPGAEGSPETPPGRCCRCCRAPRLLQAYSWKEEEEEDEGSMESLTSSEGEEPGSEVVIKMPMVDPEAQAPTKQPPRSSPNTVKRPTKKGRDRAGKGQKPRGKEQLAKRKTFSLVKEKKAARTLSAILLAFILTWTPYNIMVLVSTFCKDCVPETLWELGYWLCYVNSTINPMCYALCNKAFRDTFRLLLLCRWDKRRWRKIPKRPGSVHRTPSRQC
CHO parental Ca = ATP-evoked calcium signal inhibitors, parental CHO, primary screen, counter-screen for OX1R antagonist project, cell-based, fluorescence, Fluo-8 calcium dye; parental CHO-K1, ATP-induced calcium, Fluo-8 fluorescence; inhibition, % at 5.6 µM; hit rate 0.63% among 330,000;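 active means inhibition above that plate's mean sample inhibition plus 3 SD, cut at about 26% in these data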;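 further: 0% = ATP-challenged DMSO wells and 100% = DMSO wells without ATP; some compounds past the cut are filed as inactive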
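Assay system: untransfected parental CHO cell line. Also added: ATP agonist challenge. Dosing: one dose, 5.6 µM nominal. Measured by: Fluo-8 fluorescence. Read-out: % inhibition. Benchmarks: ATP wells versus no-ATP DMSO wells. Repeats: no replicates.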
M4 antag = human M4 muscarinic receptor antagonists, primary screen, CHO cells, Fluo-8 calcium fluorescence | Muscarinic acetylcholine receptor M4 (Homo sapiens), P08173 | CHO-hM4 cells, ACh EC80 | inhibition, % at 3 µM | hit rate 0.73% among 360,000 | AID 624125, 2012;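 active means inhibition above its plate's cutoff, the mean inhibition of sample wells plus 3 SD, cut at about 27% in these data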;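 further: 0% = acetylcholine EC80 with DMSO and 100% = DMSO without agonist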
M1 antag = human M1 muscarinic receptor antagonists, primary screen, CHO-K1 cells, Fluo-8 calcium fluorescence, 1536-well; CHO-K1 hM1, ACh EC80 antagonist; hit rate 1.3% among 360,000; AID 588852, 2011; inhibition, % at 3 µM; Muscarinic acetylcholine receptor M1 (Homo sapiens), P11229;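 active means percent inhibition above its own plate's cutoff, namely the mean of that plate's compound wells plus 3 SD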;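 further: peak over basal fluorescence ratio during 140 s after agonist addition; 0% = ACh EC80 plus DMSO and 100% = DMSO alone without agonist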
M1 ag parental = counter-screen for M1 agonists: effect in parental CHO-K1 cells; Fluo-8 calcium fluorescence; scaled to maximal ATP response, vehicle zero; activation, % at 3 µM; hit rate 0.48% among 360,000; AID 602248, 2012; in the data active means activation above about 15%;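 further: untransfected CHO-K1 host cells lacking M1 receptor as counterscreen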
CHO-K1 Ca antag = M1 antagonist counterscreen hit in parental CHO-K1 cells; ATP-induced calcium, Fluo-8 fluorescence; inhibition, % at 3 µM; hit rate 0.6% among 360,000; AID 602250;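 active means inhibition above a per-plate cutoff, the plate's mean sample inhibition plus 3 SD, cut at about 24% in these data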;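 further: 0% = DMSO plus EC80 ATP and 100% = DMSO alone without ATP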
OXTR potentiate = human OXTR potentiators, primary screen, fluorescence, CHO-OTR cells, Fluo-8 calcium; hit rate 0.061% among 320,000; activation, % at 3 µM; Fluo-8 calcium fluorescence, potentiator mode; 0% = oxytocin EC15, 100% = EC100; Oxytocin receptor (Homo sapiens), P30559;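 active means activation above that plate's cutoff, the mean activation of tested compounds plus 3 SD, cut at about 6.6% in these data, passing the limit was not always enough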;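 further: 100% uses oxytocin at 75 nM as the full agonist control; some results filed as inactive read as strong as hits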
Target sequence (P30559 whole entry, looked up): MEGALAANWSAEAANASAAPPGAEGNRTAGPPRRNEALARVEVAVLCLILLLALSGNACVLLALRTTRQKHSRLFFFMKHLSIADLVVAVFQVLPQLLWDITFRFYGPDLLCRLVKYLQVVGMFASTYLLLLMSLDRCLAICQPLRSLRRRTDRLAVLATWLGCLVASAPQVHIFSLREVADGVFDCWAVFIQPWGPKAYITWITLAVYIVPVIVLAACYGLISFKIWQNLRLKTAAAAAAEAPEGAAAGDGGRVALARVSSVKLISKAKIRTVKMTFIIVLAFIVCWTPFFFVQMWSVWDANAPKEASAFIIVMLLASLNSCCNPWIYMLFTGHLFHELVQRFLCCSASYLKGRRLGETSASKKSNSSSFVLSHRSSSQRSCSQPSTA
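Assay system: CHO-OTR cells, human receptor / Also added: oxytocin at about EC15, sub-maximal agonist stimulus / Dosing: single dose, 3.0 µM nominal final compound concentration / Incubation: 6 min pre-incubation, 100 s read / Technique: Fluo-8 calcium dye fluorescence / Read-out: % activation vs EC15 and EC100 oxytocin / Benchmarks: EC15 oxytocin low, 75 nM oxytocin high / Replicates: singlicate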
CHRM1 PAM = human M1 muscarinic receptor positive allosteric modulators, primary screen, CHO-K1 cells, Fluo-8 calcium fluorescence, 1536-well; Muscarinic acetylcholine receptor M1 (Homo sapiens), P11229; CHO-K1 hM1, ACh EC20; 0% = ACh EC20, 100% = maximal ACh; activation, % at 3 µM; hit rate 0.088% among 360,000; AID 588819, 2011; in the data active means activation above about 19%, passing the limit was not always enough
CHRM4 agonist = human M4 muscarinic receptor agonists, primary screen, CHO-K1 cells, Fluo-8 calcium fluorescence. hit rate 0.14% among 360,000. activation, % at 3 µM. AID 624127, 2012. CHO-K1 hM4/Gqi5; vehicle 0%, full acetylcholine response 100%;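 active means activation above the run mean over all test wells plus 3 SD, cut at about 32% in these data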;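 further: peak over basal fluorescence ratio per well then scaled between controls; 0% = DMSO wells and 100% = acetylcholine at EC100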
An asterisk follows results filed as active. The order is random. About 2.9% of those tested had a hit in this group.

O=[N+]([O-])c1ccc(Sc2ccccn2)nc1 was read as M1 ag -3, CHO parental Ca 2, M4 antag 9, M1 antag 9, M1 ag parental 0.1, CHO-K1 Ca antag -8, OXTR potentiate -11, CHRM1 PAM -2 and CHRM4 agonist 0.
For COc1ccccc1NCCC(=O)OCC(=O)NC1CCCCC1 the results were M1 ag -8, CHO parental Ca -11, M4 antag 7, M1 antag -6, M1 ag parental 0.6, CHO-K1 Ca antag -4, OXTR potentiate -7, CHRM1 PAM 10 and CHRM4 agonist 0.
`COc1ccc(C(C)(C)C)cc1NC(=O)CCNC(=O)c1ccco1` gave M1 ag -2, CHO parental Ca -8, M4 antag 4, M1 antag -8, M1 ag parental 0.7, CHO-K1 Ca antag 1, OXTR potentiate 0, CHRM1 PAM 11 and CHRM4 agonist 2.
COc1ccc2c(CSc3nnc(-c4cccnc4)n3-c3ccccc3F)cc(=O)oc2c1 was read as M1 ag -8, CHO parental Ca -24, M4 antag 3, M1 antag -11, M1 ag parental 1.5, CHO-K1 Ca antag -8, OXTR potentiate -3, CHRM1 PAM 7 and CHRM4 agonist 3.
Screening CCOc1cc(NC(=O)c2ccccn2)c(OCC)cc1NC(=O)CC(C)C returned M1 ag -1, M4 antag -10, M1 antag 2, M1 ag parental 0.0, CHO-K1 Ca antag 5, CHRM1 PAM -6 and CHRM4 agonist 1.
`Cc1ccc(NC(=O)c2cnccn2)cc1S(=O)(=O)N1CCCCCC1` gave M1 ag -2, CHO parental Ca -23, M4 antag -1, M1 antag 2, M1 ag parental -0.5, CHO-K1 Ca antag 0, OXTR potentiate 1, CHRM1 PAM 1 and CHRM4 agonist 1.
CCOC(=O)c1cc2cc(-c3c(C(=O)OCC)oc4cc(O)cc(O)c4c3=O)ccc2o1 was read as M1 ag -2, CHO parental Ca 9, M4 antag 5, M1 antag 24, M1 ag parental 2.5, CHO-K1 Ca antag -34, OXTR potentiate -8, CHRM1 PAM -19 and CHRM4 agonist 13.
Screening COc1cc(CNn2nnnc2N)cc(Br)c1OCC(=O)NC(C)(C)C returned M1 ag -2, CHO parental Ca -13, M4 antag 9, M1 antag -11, M1 ag parental 0.7, CHO-K1 Ca antag -4, OXTR potentiate -3, CHRM1 PAM 11 and CHRM4 agonist 1.
Screening O=C(Cc1cccc2ccccc12)NN1C(=O)/C(=C\c2cccnc2)SC1=S returned M1 ag -2, CHO parental Ca -2, M4 antag -5, M1 antag -9, M1 ag parental 0.3, CHO-K1 Ca antag -10, OXTR potentiate 4, CHRM1 PAM 8 and CHRM4 agonist -1.
CC1(C)CC(NC(=O)C23CCC(C)(C2Br)C3(C)C)CC(C)(C)N1 (stereo unspecified) was read as M1 ag -3, CHO parental Ca -5, M4 antag 0, M1 antag -7, M1 ag parental 3.0, CHO-K1 Ca antag -9, OXTR potentiate -1, CHRM1 PAM 4 and CHRM4 agonist 11.
Cn1cccc1/C=N/NC(=O)c1sc2ccccc2c1Cl was read as M1 ag -3, CHO parental Ca -25, M4 antag -4, M1 antag -14, M1 ag parental 0.6, CHO-K1 Ca antag -9, OXTR potentiate -14, CHRM1 PAM 8 and CHRM4 agonist -1.
`CCOc1ccc(CN2CCC(n3nccc3NC(=O)C3CC3)CC2)cc1CO` gave M1 ag -3, CHO parental Ca 3, M4 antag -1, M1 antag -21, M1 ag parental 2.1, CHO-K1 Ca antag -8, OXTR potentiate -14, CHRM1 PAM 21 and CHRM4 agonist 0.
Cc1ccc(Oc2ncc(-c3ccc(Cl)cc3)cn2)cc1 was read as M1 ag 1, CHO parental Ca 1, M4 antag -1, M1 antag -11, M1 ag parental 3.3, CHO-K1 Ca antag -6, OXTR potentiate 2, CHRM1 PAM 6 and CHRM4 agonist 0.
For Cc1ccc(S(=O)(=O)Nc2nc(C)c(C)s2)cc1 the results were M1 ag -3, CHO parental Ca -5, M4 antag 8, M1 antag -16, M1 ag parental 1.6, CHO-K1 Ca antag -12, OXTR potentiate 2, CHRM1 PAM 9 and CHRM4 agonist 0.
For Cc1ccc(C2C(C(=O)c3cc4ccccc4o3)=C(O)C(=O)N2c2cc(C)on2)cc1 (stereo unspecified) the results were M1 ag -2, CHO parental Ca -15, M4 antag 2, M1 antag -12, M1 ag parental -0.5, CHO-K1 Ca antag -4, OXTR potentiate -4, CHRM1 PAM 6 and CHRM4 agonist 0.
For CC(=O)c1cccc(NC(=O)C(C)OC(=O)c2cccc(S(=O)(=O)N3CCN(C)CC3)c2)c1 (stereo unspecified) the results were M1 ag 68*, CHO parental Ca -13, M4 antag -1, M1 antag 71*, M1 ag parental 0.6, CHO-K1 Ca antag -10, OXTR potentiate 6, CHRM1 PAM -24 and CHRM4 agonist 2.
`NCCNc1ccc(C(=O)N2c3ccccc3Sc3ccccc32)cc1[N+](=O)[O-]` gave M1 ag -1, CHO parental Ca 23, M4 antag 17, M1 antag -2, M1 ag parental 0.9, CHO-K1 Ca antag 2, OXTR potentiate -11, CHRM1 PAM 11 and CHRM4 agonist 14.
O=C(O)C(CCc1ccccc1)(Cc1ccccc1)C(=O)O was read as M1 ag 0, M4 antag -14, M1 antag -14, M1 ag parental 1.0, CHO-K1 Ca antag -15, CHRM1 PAM 9 and CHRM4 agonist 2.
For Fc1ccc(N2CCN(C3=Nc4cccc5cccc3c45)CC2)cc1 the results were M1 ag -14, CHO parental Ca -17, M4 antag 9, M1 antag 88*, M1 ag parental 3.4, CHO-K1 Ca antag -4, OXTR potentiate -1, CHRM1 PAM -34 and CHRM4 agonist 6.
For COc1ccc(-c2nc(CS(=O)(=O)CC(=O)NC3CCCCCC3)c(C)o2)cc1 the results were M1 ag -3, CHO parental Ca -16, M4 antag -14, M1 antag -21, M1 ag parental 0.0, CHO-K1 Ca antag -11, OXTR potentiate -4, CHRM1 PAM 14 and CHRM4 agonist 4.
Cc1nc2ncnn2c(C)c1CCC(=O)NCc1ccccc1 was read as M1 ag -1, CHO parental Ca 0, M4 antag 1, M1 antag -3, M1 ag parental 1.4, CHO-K1 Ca antag 2, OXTR potentiate -5, CHRM1 PAM 0 and CHRM4 agonist 0.
For COc1ccc(NC(=O)c2c(OC)cccc2OC)c(OC)c1 the results were M1 ag -8, CHO parental Ca -22, M4 antag 9, M1 antag 17, M1 ag parental -0.2, CHO-K1 Ca antag 10, OXTR potentiate 3, CHRM1 PAM -9 and CHRM4 agonist 0.
O=C(Nc1nc2ccc(F)cc2s1)C1CCCO1 (stereo unspecified) was read as M1 ag -2, CHO parental Ca -1, M4 antag -5, M1 antag 16, M1 ag parental 0.7, CHO-K1 Ca antag 4, OXTR potentiate -1, CHRM1 PAM -7 and CHRM4 agonist 3.
For CCOC(=O)c1oc2ccccc2c1NC(=O)CCl the results were M1 ag -4, CHO parental Ca -21, M4 antag -5, M1 antag -6, M1 ag parental 0.4, CHO-K1 Ca antag -1, OXTR potentiate -1, CHRM1 PAM 4 and CHRM4 agonist 0.
Screening COCCn1c(=NC(=O)CSC(C)=O)sc2cc(F)ccc21 returned M1 ag -3, CHO parental Ca -3, M4 antag 6, M1 antag 0, M1 ag parental 0.2, CHO-K1 Ca antag 3, OXTR potentiate -6, CHRM1 PAM -7 and CHRM4 agonist 1.
Cc1ccc(S(=O)(=O)NCC(=O)NNC(=O)c2ccccc2Cl)cc1C was read as M1 ag -5, CHO parental Ca -6, M4 antag 5, M1 antag -3, M1 ag parental 0.9, CHO-K1 Ca antag -16, OXTR potentiate -3, CHRM1 PAM 5 and CHRM4 agonist 2.
COc1ccc(-n2nc(C(=O)NCC(=O)Nc3cc(C)ccc3OC)c3ccccc3c2=O)c(OC)c1 was read as M1 ag -4, CHO parental Ca -4, M4 antag -11, M1 antag -1, M1 ag parental -0.1, CHO-K1 Ca antag 12, OXTR potentiate -1, CHRM1 PAM 10 and CHRM4 agonist 0.
Screening CN(C)c1ccc(/C=N/NS(=O)(=O)c2ccc(Br)cc2)cc1 returned M1 ag -2, CHO parental Ca -9, M4 antag -2, M1 antag -20, M1 ag parental 0.3, CHO-K1 Ca antag -6, OXTR potentiate -7, CHRM1 PAM 18 and CHRM4 agonist -1.
`COc1cc(NC(=O)Cn2nc(-c3ccc(F)cc3)ccc2=O)ccc1-n1cnnn1` gave M1 ag -3, CHO parental Ca -12, M4 antag 5, M1 antag -12, M1 ag parental 0.6, CHO-K1 Ca antag -10, OXTR potentiate -7, CHRM1 PAM 11 and CHRM4 agonist 1.
`CC(=O)c1cn(Cc2ccccc2)c(=O)[nH]c1=O` gave M1 ag -6, CHO parental Ca 1, M4 antag -1, M1 antag -2, M1 ag parental -0.2, CHO-K1 Ca antag 9, OXTR potentiate -2, CHRM1 PAM 8 and CHRM4 agonist 0.
`CCn1ncc(S(=O)(=O)NCc2ccccc2Cl)c1C` gave M1 ag -3, CHO parental Ca 0, M4 antag 11, M1 antag -2, M1 ag parental 0.4, CHO-K1 Ca antag 21, OXTR potentiate -5, CHRM1 PAM 1 and CHRM4 agonist 1.
Screening CC(C)CNC(=O)C1(C)CCCN1C(=O)c1ccncc1 (stereo unspecified) returned M1 ag 0, M4 antag -14, M1 antag 7, M1 ag parental 0.1, CHO-K1 Ca antag 5, CHRM1 PAM 0 and CHRM4 agonist 1.
For COC(=O)c1cnc2ccccc2n1 the results were M1 ag -3, CHO parental Ca -3, M4 antag -2, M1 antag -17, M1 ag parental 0.1, CHO-K1 Ca antag 6, OXTR potentiate -6, CHRM1 PAM 0 and CHRM4 agonist 1.
`O=C(Cc1ccc(Br)cc1)Nc1ccccc1Cl` gave M1 ag -7, CHO parental Ca -1, M4 antag -10, M1 antag -5, M1 ag parental 4.8, CHO-K1 Ca antag -1, OXTR potentiate -10, CHRM1 PAM 8 and CHRM4 agonist -1.
`Cc1noc(NS(=O)(=O)c2ccc(N3CC(O)=C(c4ccccc4)C3=N)cc2)c1C` gave M1 ag 2, CHO parental Ca 6, M4 antag 1, M1 antag 5, M1 ag parental 0.0, CHO-K1 Ca antag 1, OXTR potentiate -2, CHRM1 PAM -2 and CHRM4 agonist 1.

2 entries drawn at random from the list so far, as already listed:
Cc1nc2ncnn2c(C)c1CCC(=O)NCc1ccccc1 was read as M1 ag -1, CHO parental Ca 0, M4 antag 1, M1 antag -3, M1 ag parental 1.4, CHO-K1 Ca antag 2, OXTR potentiate -5, CHRM1 PAM 0 and CHRM4 agonist 0.
Screening CN(C)c1ccc(/C=N/NS(=O)(=O)c2ccc(Br)cc2)cc1 returned M1 ag -2, CHO parental Ca -9, M4 antag -2, M1 antag -20, M1 ag parental 0.3, CHO-K1 Ca antag -6, OXTR potentiate -7, CHRM1 PAM 18 and CHRM4 agonist -1.
